SENP6 block: blocks the human protease SENP6. Recombinant SENP6 catalytic domain, aminoluciferin luminescence. 330,000 compounds, 1.8% hits. AID 2599. inhibition, % at 10 µM. Q9GZR1;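 active = inhibition above about 50% at the single tested dose, limit read from the data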;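 note: plate controls were DMSO wells with enzyme for no effect and DMSO wells lacking enzyme for full effect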
SENP1 FRET inh: inhibitors of human SENP1 SUMO protease catalytic domain; inhibition, % at 10 µM; recombinant SENP1 catalytic domain, CyPet-SUMO1-YPet FRET cleavage; Q9P0U3; AID 624204; 360,000 compounds, 0.21% hits;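 active = inhibition at least 30% at 10 µM, raw YFP signal under a set limit, fluorescence ratio 0.5 to 1.5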;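 note: 0% = enzyme with DMSO and 100% = no enzyme wells; some results filed as inactive read as strong as hits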
Target sequence (Q9P0U3 419-644 limits assumed): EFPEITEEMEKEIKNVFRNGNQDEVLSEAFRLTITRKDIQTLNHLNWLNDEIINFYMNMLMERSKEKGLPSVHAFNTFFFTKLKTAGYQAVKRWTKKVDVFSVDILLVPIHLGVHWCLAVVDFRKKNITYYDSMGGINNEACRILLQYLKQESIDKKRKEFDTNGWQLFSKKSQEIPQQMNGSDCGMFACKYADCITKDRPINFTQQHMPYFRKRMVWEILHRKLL
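Material – human SENP1 catalytic domain · Input – SENP1 enzyme, 20 pM final · Compound dosing – single concentration of 10 µM compound, 0.5% DMSO final · Timing – enzyme reaction for 50 min at room temperature, dark · Measured by – FRET fluorescence in CFP and YFP emission channels · Control set – no-enzyme wells low, DMSO-plus-enzyme wells high control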
PfGluPho inh: PfG6PD (Plasmodium falciparum) enzyme inhibition | AID 504690 | PfGluPho enzyme, NADPH resazurin-diaphorase fluorescence | 350,000 compounds, 0.78% hits | inhibition, % at 20 µM;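 active = inhibition reaching at least a set limit at 20 µM in the primary screen, cut at about 59% in these data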;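 note: 0% = DMSO wells with substrate and 100% = DMSO wells lacking glucose-6-phosphate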
HKDC1 inhibitor: HKDC1 (human) hexokinase inhibition. recombinant HKDC1, G6PDH/diaphorase resazurin coupled fluorescence. 340,000 compounds, 0.16% hits. AID 493160. inhibition, % at 20 µM. Q2TB90;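 active = inhibition above about 35% when tested at 20 µM, limit read from the data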;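 note: plate controls were DMSO wells with enzyme for no effect and DMSO wells lacking enzyme for full effect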
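Assay system: in-house recombinant HK5 (HKDC1) enzyme. Input: HKDC1 at 5 µg/mL. Medium: Tris pH 8.0 buffer with MgCl2, Tween-20, BSA, BME. Dosing: single 20 µM dose. Schedule: 90 min reaction incubation at room temperature, dark. Signal: resazurin-to-resorufin fluorescence via G6PDH and diaphorase coupling, 525/613 nm. Controls: DMSO-enzyme wells negative, buffer-substituted wells positive.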
SENP8 block-1: SENP8 protease inhibition; purified SENP8, Z-RLRGG-aminoluciferin cleavage, luminescence; inhibition, % at 10 µM; 330,000 compounds, 1.2% hits; AID 2540; in the data active = inhibition above about 50%
Target sequence (Q96LD8 whole entry, looked up): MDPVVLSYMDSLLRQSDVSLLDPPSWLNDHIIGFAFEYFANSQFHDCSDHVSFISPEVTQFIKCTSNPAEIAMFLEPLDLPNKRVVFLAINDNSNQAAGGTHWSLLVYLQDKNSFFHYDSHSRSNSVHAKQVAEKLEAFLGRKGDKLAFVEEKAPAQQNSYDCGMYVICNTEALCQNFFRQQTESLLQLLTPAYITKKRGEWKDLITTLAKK
SENP7 block: SENP7 protease inhibition. Q9BQF6. recombinant SENP7, Z-RLRGG-aminoluciferin luminescence, 40 min. inhibition, % at 5 µM. 330,000 compounds, 1.5% hits. AID 434973;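 active = inhibition above about 50% at the single test dose, limit read from the data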;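 note: plate controls were DMSO with enzyme for no effect and no enzyme buffer wells for full effect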
Target sequence (Q9BQF6 706-1050 limits assumed): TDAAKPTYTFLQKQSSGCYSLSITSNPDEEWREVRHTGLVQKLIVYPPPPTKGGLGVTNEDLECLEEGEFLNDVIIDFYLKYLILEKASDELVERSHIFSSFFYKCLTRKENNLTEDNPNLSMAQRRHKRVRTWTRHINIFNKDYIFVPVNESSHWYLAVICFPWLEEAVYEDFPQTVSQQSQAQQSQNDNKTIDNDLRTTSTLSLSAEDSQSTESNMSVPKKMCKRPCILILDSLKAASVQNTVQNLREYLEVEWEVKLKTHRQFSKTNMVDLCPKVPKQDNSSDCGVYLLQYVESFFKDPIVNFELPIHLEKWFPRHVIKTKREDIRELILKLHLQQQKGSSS
beta cell repl: MIN6 beta-cell proliferation induction; proliferation, % at 10 µM; 330,000 compounds, 0.29% hits; MIN6 cells proliferation, ATPlite luminescence, 48 h; cells starved in 0.2% serum; 100% = growth in 10% serum;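 active = compounds whose signal lies at least 3.5 SD above the mean of all wells on their plate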;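 note: 0% = DMSO-treated cells in low-serum medium and 100% = 10% serum control; some compounds called inactive have numbers as strong as hits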
UBC13 inh: blocks human UBC13 polyubiquitin chain formation | P61088 | TR-FRET | inhibition, % at 20 µM | 330,000 compounds, 0.47% hits; in the data active = inhibition above about 45%, passing the limit was not always enough
Target sequence (P61088 whole entry, looked up): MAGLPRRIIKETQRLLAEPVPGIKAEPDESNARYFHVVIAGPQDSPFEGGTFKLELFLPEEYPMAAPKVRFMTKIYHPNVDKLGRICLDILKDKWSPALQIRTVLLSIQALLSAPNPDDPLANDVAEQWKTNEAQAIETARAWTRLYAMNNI
SENP8 block-2: inhibitors of human SENP8 protease. Q96LD8. recombinant SENP8, Nedd8 substrate fluorescence. inhibition, % at 20 µM. 360,000 compounds, 0.64% hits. AID 602440; in the data active = inhibition mostly above about 40%, no sharp cut-off; inactive = mostly below about 27%
An asterisk follows results filed as active; . = no result given.

Values run as follows: SENP8 block-2	SENP7 block	HKDC1 inhibitor	beta cell repl	SENP8 block-1	UBC13 inh	PfGluPho inh	SENP1 FRET inh	SENP6 block
COc1ccc(CC(=O)NCc2ccc(Cl)cc2)cc1S(=O)(=O)N1CCOCC1
  1	-1	-10	3	1	6	7	1	-15
N#C/C(=C\c1cccc([N+](=O)[O-])c1)C(=O)NCc1cccnc1
  16	5	-3	0	3	4	48	-2	13
CC(=O)N(CCC1(C(C)C)CCOC(C)(C)C1)C(C)c1cccs1 (stereo not given)
  5	-3	-7	1	-4	1	7	0	-14
O=C(CCNC(=O)c1ccccc1Cl)NCCc1ccc(C(F)(F)F)cc1
  12	-3	-1	0	1	-2	-1	1	2
COc1ccc(NC(=O)COC(=O)CC2CCCC2)cc1
  10	10	-3	3	-4	4	4	5	-6
COc1ccc(NC(=O)NNC(=O)c2cc(C3CC3)nc3ccccc23)c(OC)c1
  10	-10	-4	-3	-9	-4	4	0	-18
CCOc1ccc(N(Cc2ccc(OC)cc2)C(=O)c2ccco2)cc1
  17	-15	17	-2	-6	-10	-22	2	-6
COc1ccc(NC(=O)c2sc3nc(C)nc(N4CCN(c5ccccn5)CC4)c3c2C)c(OC)c1
  1	8	1	-2	-5	6	3	0	-7
CCOC(=O)C1CCN(C(=O)Nc2ccc(OC)c(OC)c2)CC1
  20	-7	-10	-3	-1	1	10	2	-3
NC(=O)CC(NC(=O)c1ccccc1)c1ccc(NCCc2cccc(F)c2)c([N+](=O)[O-])c1 (stereo not given)
  33	4	6	-5	-11	-60	14	5	-5
COc1ccccc1/C=C/C(=O)c1ccc(NC(C)=O)cc1
  6	-1	3	0	-20	5	-12	0	22
COc1ccc(C(=O)NNC(=O)CSc2nnc(COc3ccccc3)n2C)cc1
  -1	-1	-4	0	-2	6	-13	2	1
CCc1cc2c(SCC(=O)c3cccs3)ncnc2s1
  7	-6	3	0	-10	-12	-3	-10	-32
CC(=O)N1CCCC(C(=O)c2ccc3c4c(cccc24)CC3)C1 (stereo not given)
  -104	3	-3	-3	4	18	26	-1	-3
CCOC(=O)C1=C(C)NC(=O)C1(NC(=O)c1cccnc1)C(F)(F)F (stereo not given)
  17	-5	-3	1	0	-6	-5	2	-8
CC(C)Cn1c(CN2CCN(C(=O)c3ccco3)CC2)nc2c1c(=O)n(C)c(=O)n2C
  5	8	-4	-2	-2	-2	7	2	10
COCCNC(=O)c1c(CSc2ccc(Cl)cc2)noc1C(=O)NCc1ccccc1
  13	33	2	-5	-11	11	21	1	-19
COc1ccc(-c2cc(C(F)(F)F)nc(SCC(=O)N3CC(C)OC(C)C3)n2)cc1OC (stereo not given)
  -402	.	-1	.	.	.	1	1	.
CN(CC#CCC(c1ccccc1)c1ccccc1)C(C)(C)C
  10	13	-9	-4	0	7	-11	2	-2
O=C(O)c1cc(NCc2ccc3c(c2)OCO3)ccc1N1CCOCC1
  -81	10	-1	-3	-2	12	-7	1	-9
NC(=O)C1CCN(c2nc3ccccc3nc2NS(=O)(=O)c2ccc(Br)cc2)CC1
  -206	-11	6	-1	-2	-23	-37	-82	-7
Oc1ccc(Cl)cc1C=NCCc1ccccc1
  -7	-7	3	0	-12	-1	-26	-18	-19
O=C(COc1ccc2c(c1)OCO2)Nc1nnc(Cc2ccccc2)s1
  3	2	-6	0	7	-1	36	7	-12
COc1ccc(CCNC(=O)CSc2nc3cc(Cl)ccc3o2)cc1OC
  10	-4	-6	1	10	3	3	0	-24
CSCCC(NC(=O)c1ccco1)C(=O)N(C)CC(=O)Nc1ccccc1Br (stereo not given)
  1	0	-3	-3	-1	0	4	3	-7
O=C(CN(C(=O)C1CSC(=O)C1)c1cccc(F)c1)NCc1ccc2c(c1)OCO2 (stereo not given)
  -19	-1	-4	2	4	3	-16	-2	-22
CC(C)CC(c1nnnn1C1CCCCC1)N1CCN(C(=O)c2ccco2)CC1 (stereo not given)
  13	3	1	1	-8	-4	-32	0	-2
CC(Oc1ccc(Cl)cc1C(N)=O)C(=O)N1CCc2ccccc21 (stereo not given)
  1	-3	-9	-2	16	1	-1	2	-2
COc1ccc(Cl)cc1NC(=O)CCS(=O)(=O)c1ccc(C)cc1
  21	-7	8	-4	2	1	33	0	-38
NC(=O)c1ccccc1OCC(=O)N1CCCc2ccccc21
  4	3	1	-4	-4	8	4	-1	14

Fetched by structure from the list above:
Values run as follows: SENP8 block-2	SENP7 block	HKDC1 inhibitor	beta cell repl	SENP8 block-1	UBC13 inh	PfGluPho inh	SENP1 FRET inh	SENP6 block
O=C(COc1ccc2c(c1)OCO2)Nc1nnc(Cc2ccccc2)s1
  3	2	-6	0	7	-1	36	7	-12
COCCNC(=O)c1c(CSc2ccc(Cl)cc2)noc1C(=O)NCc1ccccc1
  13	33	2	-5	-11	11	21	1	-19

Additional compounds.
Values run as follows: SENP8 block-2	SENP7 block	HKDC1 inhibitor	beta cell repl	SENP8 block-1	UBC13 inh	PfGluPho inh	SENP1 FRET inh	SENP6 block
C[C@H](CO)N1C[C@H](C)[C@@H](CN(C)S(=O)(=O)c2cccs2)Oc2ccc(NC(=O)CCC(F)(F)F)cc2C1=O
  8	-1	-2	-2	-15	-6	-11	1	-18
CC(=O)c1ccc(NC(=O)C2CC(c3ccc(F)cc3)=NO2)cc1 (stereo not given)
  14	1	-8	-2	1	4	-2	0	1
Fc1ccccc1/C=N/n1c(C2CCCCC2)n[nH]c1=S
  16	-1	0	-1	0	1	27	-1	-10
CC[C@H](C)C(C(=O)N1CCN(C(=O)OC(C)(C)C)CC1)n1cc(C(Cc2ccc(O)cc2)NC(=O)OC(C)(C)C)nn1 (stereo not given in full)
  14	-4	1	-2	7	6	2	0	0
CC(C)c1ccc(OCC(=O)Nc2ccncc2)cc1
  10	-6	-1	-3	-3	3	-3	1	0
c1ccc2oc(-c3ccn[nH]3)cc2c1
  21	0	-6	-1	5	-3	-3	2	18
COc1cccc(CN2CCC(Oc3ccc(C(=O)NCc4ccccn4)cc3)CC2)c1O
  20	-13	-4	-2	0	-10	10	0	-5
CCOC(=O)CSc1nnc(CSc2nc3sc4c(c3c(=O)[nH]2)CCCC4)n1-c1ccccc1
  8	4	8	-6	-1	-2	-17	3	-14
Cc1noc(C)c1S(=O)(=O)N(C)C[C@H]1Oc2c(NC(=O)Nc3ccc(C(F)(F)F)cc3)cccc2C(=O)N([C@H](C)CO)C[C@@H]1C
  0	1	2	-5	4	21	17	1	8
CSc1cccc(NC(=S)N2CCCN(Cc3cccc(Cl)c3)C2)c1
  37	-5	0	-6	-5	0	19	1	-5
COc1ccc(CCNC(=O)C2CCN(Cc3nc(-c4cccc(Cl)c4)oc3C)CC2)cc1OC
  8	-9	-3	-4	-5	-4	-7	-2	-20
Cn1c(Cc2ccc3c(c2)OCO3)nnc1SCC(=O)NC(C)(C)C
  -2	8	-6	1	6	-3	2	1	-9
COc1cc([N+](=O)[O-])c2nccnc2c1
  14	-9	3	-2	-9	0	-5	3	-1
O=C(CC(=O)N1CCN(c2ccccn2)CC1)Nc1ccc2nc3n(c(=O)c2c1)CCCCC3
  5	-1	-5	1	-8	6	-1	-1	10
COc1ccc(NC(=S)NCC(c2cccnc2)N2CCOCC2)cc1 (stereo not given)
  1	-1	-6	1	0	2	7	4	-5
CCOc1ccc(C2CC(c3cccc(OC)c3)Nc3ncnn32)cc1 (stereo not given)
  -15	-3	-2	7	-1	5	-9	0	2
COC(=O)CNC(=O)C1CCN(c2nc(C)cc(C)n2)CC1
  -36	1	-12	2	8	11	4	0	-7
COc1ccc(N2CC(C(=O)Nc3nnc(SCc4cccnc4)s3)CC2=O)cc1 (stereo not given)
  10	-2	-5	0	2	-2	3	0	-16
c1ccc(Nc2nc(NCc3ccco3)c3ccccc3n2)cc1
  -490	-4	6	-4	14	48*	26	-2	17
COc1cc(OC)c(OC)cc1/C=N/NC(=O)c1ccc2nc[nH]c2c1
  -413	-1	1	-1	4	-6	-5	1	1
Cc1ccc(NC(=O)C2=C(C(=O)O)CCCC2)cc1F
  10	-6	-3	-1	7	2	6	2	13
CC(=O)c1c(C)[nH]c(C(=O)OCC(=O)NNC(=O)c2ccc([N+](=O)[O-])cc2)c1C
  -1	1	-4	0	-3	17	-15	1	-11
O=C(O)C1C2C=CC3(O2)C1C(=O)N1c2ccccc2C2OCCC2C13 (stereo not given)
  7	-1	-4	0	0	1	-2	0	-4
NNC(=O)CC1NCCN(Cc2ccccc2)C1=O (stereo not given)
  8	-3	1	1	-1	-1	-8	3	-1
CCOc1ccc(Cc2nc(N)nc(N)n2)cc1
  7	2	0	1	2	7	8	2	0
CCOc1ccc(NC2=NCCC(=O)N2Cc2cccs2)cc1
  12	-3	-2	-2	3	-6	-7	-3	-10
CCCCc1cc(=O)oc2c(C)c(OCC(=O)N3CCCC3)ccc12
  -195	-6	1	-2	-5	2	-19	-2	-5
CN1C(=O)C(CC(=O)Nc2ccc(Cl)cc2)N(Cc2ccco2)C1=S (stereo not given)
  -6	-1	11	-1	1	9	16	0	0
Oc1ccc(C[C@H]2CNC(=S)N2CC2CCCN2C[C@H](Cc2ccc(O)cc2)N2C[C@H](Cc3ccc(O)cc3)N(CC3CCCCCC3)C2=S)cc1 (stereo not given in full)
  8	.	1	.	.	.	17	-3	.
COc1ccc(Cl)cc1C(=O)OCC(=O)NCCNC(=O)COC(=O)c1cc(Cl)ccc1OC
  1	-2	-1	9.7*	5	8	-10	0	-12
COc1cccc(OC)c1C(=O)OCC(=O)Nc1cccnc1Cl
  14	-5	0	-1	-14	-6	-14	1	-13
COc1ccc(Oc2cn[nH]c2-c2ccc(O)cc2O)cc1
  19	8	-3	-1	-1	10	-44	-3	-12
NC(=O)c1ccc(NC(=O)COC(=O)c2c3c(nc4ccccc24)/C(=C\c2cccs2)CCC3)cc1
  -25	-1	-4	-6	-2	-10	5	-21	-15
Cc1ccc(/C=C/C(=O)N2CCCC(C(N)=O)C2)o1 (stereo not given)
  6	3	11	-3	2	-6	57	1	-25
COC(=O)C1N[C@@H]([C@@H](NC(=O)COc2ccccc2)C(=O)Nc2ccc(OC)cc2)SC1(C)C (stereo not given in full)
  3	4	-7	6	5	12	4	0	-18
COc1ccc(C(=O)ON=C2c3ccccc3-c3ccccc32)cc1OC
  -33	2	-9	0	-1	0	-2	2	-1
O=C(c1cc([N+](=O)[O-])cc([N+](=O)[O-])c1)N1CCOCC1
  22	-4	10	0	-11	-14	-3	1	-10
COc1ccc2c(c1)C(=O)N1[C@H]3c4cc(Br)ccc4OC[C@@H]3[C@H](c3ccccc3)[C@]1(C)C(=O)N2
  -69	-2	3	-9	2	-22	10	-8	-6
N#Cc1cc2c(cc1NC(=O)CCn1cnnn1)OCO2
  -5	-9	-3	0	-8	-6	14	0	-11
CCOC(=O)N/N=C\c1sccc1C
  31	3	-2	-1	4	7	13	2	-9
CCn1c(CC(=O)Nc2ccc(C)cc2)n[nH]c1=S
  14	-16	-2	-4	-7	-13	10	3	-12
